12-LOX inh: inhibitors of human 12S-lipoxygenase ALOX12 | P18054 | AID 1671190 | purified 12hLO, xylenol orange hydroperoxide absorbance | hit rate 1.1% among 580,000 | Potency, µM (titrated, usually from 108 µM), inactives show at the highest dose activity change, negative = inhibition, most hits filed as inhibitors; active means well fitted inhibition curve with a large enough effect; inconclusive means small, poorly fitted or top-dose-only effect, or another doubt; inactive means no such curve, though single readings can be large or run the other way
Target sequence (P18054 whole entry, looked up): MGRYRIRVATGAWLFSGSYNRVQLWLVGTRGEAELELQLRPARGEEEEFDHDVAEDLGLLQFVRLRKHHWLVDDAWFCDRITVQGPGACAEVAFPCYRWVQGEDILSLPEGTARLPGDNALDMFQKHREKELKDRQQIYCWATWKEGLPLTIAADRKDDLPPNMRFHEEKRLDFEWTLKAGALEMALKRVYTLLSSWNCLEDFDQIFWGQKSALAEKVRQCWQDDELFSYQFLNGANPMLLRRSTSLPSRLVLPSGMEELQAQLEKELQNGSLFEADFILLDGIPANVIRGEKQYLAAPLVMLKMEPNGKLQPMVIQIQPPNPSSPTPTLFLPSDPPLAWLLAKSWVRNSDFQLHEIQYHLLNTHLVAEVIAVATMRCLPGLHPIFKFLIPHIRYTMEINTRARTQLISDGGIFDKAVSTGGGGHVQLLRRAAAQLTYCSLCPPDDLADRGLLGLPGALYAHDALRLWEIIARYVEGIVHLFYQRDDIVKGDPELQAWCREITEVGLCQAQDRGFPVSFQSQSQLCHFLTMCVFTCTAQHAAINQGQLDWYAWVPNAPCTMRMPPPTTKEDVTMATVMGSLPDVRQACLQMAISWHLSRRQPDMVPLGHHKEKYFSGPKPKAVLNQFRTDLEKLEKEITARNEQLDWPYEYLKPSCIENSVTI
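Hydroperoxide product was detected by ferrous iron/xylenol orange as the 573 to 405 nm absorbance ratio. Arachidonic acid at 40 uM (final) was turned over for 30 min at room temperature by 150 nM human 12hLO, pH 7.0 Hepes buffer, after 15 min compound preincubation.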
Numbers without * were called inactive; ? = inconclusive; [ ] = another dose, or the depositor's remark. On the % scale 0 is the no-effect control and ±100 the full control effect; potency means the concentration at half of the fitted maximal effect. An excerpt; count on the stated rates, not on these rows.

SMILES | 12-LOX inh
COCCOCC1(CNC(=O)C2CC2)C[C@@H](O)[C@@H](O)C1 (some centres not stated) | 31.2%[activator][176 µM]
O=C(COc1ccc(F)cc1)NC1CCCN(c2ncccn2)C1 (configuration not stated) | ?
CCCCC/C=C\C=C\C(=O)OCC | -28.2%[176 µM]
O=C(CN1C(=O)COc2ccc(C(=O)COc3ccc(F)cc3)cc21)Nc1ccccc1 | 21.0%
O=S(=O)(NC[C@H]1O[C@@H](CO)[C@@H](O)[C@H]1N1CCN(c2ccccn2)CC1)c1ccc(Cl)cc1 | 17.8µM*
COc1ccc(C(C)=O)c(OC(=O)/C=C/c2cccs2)c1 | ?
CC(C)C(NC(=O)c1ccc(-c2ccccc2)cc1)C(=O)O (configuration not stated) | -24.5%
COc1ccc(Cl)cc1NC(=O)c1ncoc1-c1ccc(C)o1 | -20.6%
O=C1NCCCCCN(C(=O)Nc2ccccc2)[C@H]2CCCC[C@@H]12 | 77.4%[activator]
CCCn1c(C)nnc1SCC(=O)Nc1sc2c(c1C#N)CCC(C)C2 (configuration not stated) | -10.6%
Cc1ccc(C(=O)N2CCN(c3cc(-c4cccs4)[nH]n3)CC2)s1 | 24.3%
COc1ccc(NS(=O)(=O)c2ccc(N/N=C/c3ccc(C)s3)c([N+](=O)[O-])c2)cc1 | ?
Cc1ccc(NC(=O)Cn2cnnc2C#N)cc1C | -1.4%
COc1ccc(CCN2C(=O)COc3ccccc3C2C(=O)Nc2ccc3c(c2)OCCO3)cc1OC (configuration not stated) | ?
CC(=O)C[C@@H]1OC[C@H](Cc2ccccc2)N1S(=O)(=O)c1ccc(C)cc1 | -7.4%
Cc1oc(-c2nc(C#N)c(N3CCCCC3)o2)cc1S(=O)(=O)N(C)c1ccccc1 | 11.1%
CN(Cc1ccon1)C(=O)c1coc(COc2ccc(F)cc2Cl)n1 | 38.2%[activator]
Cc1nn(-c2nc3c(c(=O)n(Cc4ccccc4Cl)c(=O)n3C)n2C(C)C)c(C)c1C | ?
CCNC(=O)O[C@@H]1CO[C@H]2[C@@H]1OC[C@@H]2Nc1nccc(-c2ccc(-c3ccccc3)cc2)n1 | -0.8%
O=C(COC(=O)c1cc(=O)c2ccccc2o1)Nc1ccc(Cl)cc1F | -15.4%
COc1cc2c(cc1OC)C(CNC(=O)c1ccccc1C)N(C(=O)Nc1ccccc1)CC2 (configuration not stated) | 22.8%
COc1ccc(NC(=O)N2C[C@@H]3C[C@H](C2)c2ccc(NC(=O)Nc4ccc(C(C)=O)cc4)c(=O)n2C3)cc1 | -63.8%
O=C(CCc1ncc(-c2ccccc2Cl)o1)N1CCN(S(=O)(=O)c2ccccc2)CC1 | 28.0%
COC(=O)[C@@H]1CCCN1C(=O)c1cnn(-c2ncc3c(n2)-c2ccccc2CCC3)c1C1CC1 | 7.7%
CCOc1ccc(N2CC(c3nc(-c4ccccn4)no3)CC2=O)cc1 (configuration not stated) | 52.9%[activator]
COC(=O)c1ccc2nc(C[C@@H]3C[C@@H](C(C)C)[C@H](CN)C=C3C)[nH]c2c1 | ?
Cc1ccsc1CN1C[C@@H](NC(=O)c2cccnc2)C[C@H]1CO | 1.5%
Cc1cc(C)n(CC(=O)N2CCC(N3C(=O)C4(CCCCC4)C3c3ccccc3)CC2)n1 (configuration not stated) | 26.5%
CNC(=O)CCC1CCCN(S(=O)(=O)c2cccc(F)c2)C1 (configuration not stated) | 23.5%
CCN1CCC(N2CC(Oc3cccc(C(=O)NCC4CC4)c3)C2)CC1 | 38.3%
CCc1cc(C(Nc2nc(C)cc(C)n2)c2ccccc2)c(NC(=O)c2ccco2)s1 (configuration not stated) | ?
O=C(Nc1ccc(Br)cc1)C(Nc1ccccc1)c1ccccc1F (configuration not stated) | -8.1%
COc1cccc(CN2CCCn3nc(C)c(-c4ccccc4[S+](C)(=O)[O-])c32)c1 | -0.3%[176 µM]
CCCN(CCC)c1cc(=O)nc2ccccn12 | 3.6%
CCN1c2cc(C(=O)Nc3ccc(N(C)C)cc3)ccc2C(=O)N2CCCCC21 (configuration not stated) | ?
COC(=O)[C@@H]1Cc2c([nH]c3ccccc23)[C@H]2C[C@H](NCCNC(C)=O)C[C@@H](c3ccccc3)N21 | 47.9%[activator]
Cc1cnn(CCC(=O)N2C[C@@H](COc3ccccc3)[C@H](C(N)=O)C2)c1 | 44.4%[activator]
COc1ccc2c(=O)c(-c3ccccc3OC)c(C(F)(F)F)oc2c1 | ?
CCC(C)NC(=O)C(NC(=O)c1ccccc1C)C1CCN(C(=O)c2ccc(Cl)cc2)CC1 (configuration not stated) | ?
O=C(C1CC1)N1CCC(c2nn(-c3ccc(F)cc3)c(=O)[nH]2)CC1 | 67.3%[activator][176 µM]

Copied from the listing (14 entries):
SMILES | 12-LOX inh
COc1cc2c(cc1OC)C(CNC(=O)c1ccccc1C)N(C(=O)Nc1ccccc1)CC2 (configuration not stated) | 22.8%
COc1ccc(NC(=O)N2C[C@@H]3C[C@H](C2)c2ccc(NC(=O)Nc4ccc(C(C)=O)cc4)c(=O)n2C3)cc1 | -63.8%
O=C(CCc1ncc(-c2ccccc2Cl)o1)N1CCN(S(=O)(=O)c2ccccc2)CC1 | 28.0%
COC(=O)[C@@H]1CCCN1C(=O)c1cnn(-c2ncc3c(n2)-c2ccccc2CCC3)c1C1CC1 | 7.7%
CCOc1ccc(N2CC(c3nc(-c4ccccn4)no3)CC2=O)cc1 (configuration not stated) | 52.9%[activator]
COC(=O)c1ccc2nc(C[C@@H]3C[C@@H](C(C)C)[C@H](CN)C=C3C)[nH]c2c1 | ?
Cc1ccsc1CN1C[C@@H](NC(=O)c2cccnc2)C[C@H]1CO | 1.5%
Cc1cc(C)n(CC(=O)N2CCC(N3C(=O)C4(CCCCC4)C3c3ccccc3)CC2)n1 (configuration not stated) | 26.5%
CNC(=O)CCC1CCCN(S(=O)(=O)c2cccc(F)c2)C1 (configuration not stated) | 23.5%
CCN1CCC(N2CC(Oc3cccc(C(=O)NCC4CC4)c3)C2)CC1 | 38.3%
CCc1cc(C(Nc2nc(C)cc(C)n2)c2ccccc2)c(NC(=O)c2ccco2)s1 (configuration not stated) | ?
O=C(Nc1ccc(Br)cc1)C(Nc1ccccc1)c1ccccc1F (configuration not stated) | -8.1%
COc1cccc(CN2CCCn3nc(C)c(-c4ccccc4[S+](C)(=O)[O-])c32)c1 | -0.3%[176 µM]
CCCN(CCC)c1cc(=O)nc2ccccn12 | 3.6%

More entries follow.
SMILES | 12-LOX inh
CC(=O)Nc1ccc(NC(=O)c2csc(NCCC(C)C)n2)cc1 | 33.3%[activator]
O=C(CN1C(=O)NC2(CCOCC2)C1=O)Nc1cc(F)ccc1F | 35.9%
CCOC(=O)c1cc(-c2ccccc2)nc2c(C)cc(C)cc12 | 0.1%
O=C(c1ccccc1)N1CCC(NCCN2CCCCC2CO)CC1 (configuration not stated) | 37.0%[activator]
Cc1cccc(C)c1-n1nnnc1-c1nc2ccccc2[nH]c1=O | -25.8%
O=C(Nc1cccc(Cl)c1F)c1nn(Cc2ccccc2)c(=O)c2ccccc12 | 10.8%
CC(C)NC(=O)CN(C)C(=O)CCl | ?
CCN1c2cc(C(=O)Nc3ccccc3C(=O)OC)ccc2C(=O)N2CCCCCC21 (configuration not stated) | ?
CN(C)S(=O)(=O)NCC1CCCN(C(=O)Cc2ccc3c(c2)OCO3)C1 (configuration not stated) | 41.9%[activator]
O=C(Nc1cnc(-c2cccc(Cl)c2)nc1)c1ccc(F)cc1F | 8.1%
O=C(Nc1nc(-c2ccc(Cl)cc2)cs1)C1CCN(C(=O)c2ccoc2)CC1 | ?
Cc1cc(OC(C)C(=O)N2CCc3c(nc[nH]c3=O)C2)cc(C)c1Cl (configuration not stated) | 9.5%
COc1ccccc1CN1CCC2(CC1)C(=O)NCN2Cc1ccc(Cl)cc1 | 42.4%[activator]
COCCNc1ncc(-c2cccc(F)c2)c2c1OCC2 | 37.8%[activator][176 µM]
CC(C)c1ccc(C(=O)N2CC3CC(C2)[C@H]2CCCC(=O)N2C3)cc1 (some centres not stated) | 18.6%
c1ccc(CNCC2CCNCC2)cc1 | 0.9%
CCc1cccc(C)c1NC(=O)NCC(O)c1ccccc1 (configuration not stated) | 8.2%
COc1cccc(-c2cccc(CN)c2)c1 | 11.0%[12.5 µM]
COc1ccc(NC(=O)c2cc3n(n2)CC(c2ccc(Cl)cc2)OC3)cc1 (configuration not stated) | 47.4%
Cc1cccc(C(=O)Nc2c(N3CCCC3)c3ccccc3oc2=O)c1 | -44.1%
CC/C=C\CCCCO | 24.8%[176 µM]
Cn1c(CO[C@H]2CN(C(=O)c3cncnc3)C[C@H]2F)nc2ccccc21 | 16.4%[176 µM]
CCCn1c(=O)n(CC(=O)Nc2ccccc2OCC)c(=O)c2c1nc(C)n2CCOC | 19.8%
NC(=O)[C@@H]1CN(C(=O)CC2CCCC2)C[C@H]1COc1ccccc1 | 21.0%
COCCn1c(=O)c(-c2ccc(Cl)cc2)nc2cnc(Oc3cccc(Cl)c3)nc21 | 0.0%
Cc1cc(-c2nc(CC(C)C)nn2-c2ccccn2)cc(S(N)(=O)=O)c1C | -29.5%
O=C1Cc2c(-c3ccc(F)cc3F)n[nH]c2CN1Cc1ccccc1F | 3.7%[176 µM]
COc1cccc(Nc2csc(CN3CCCC(C)(NC(C)=O)C3)c2)c1 (configuration not stated) | ?
Cc1ccccc1CN1CCc2ncc(C(=O)NCCC(C)C)n2CC1 | 51.2%[activator][176 µM]
Cc1ccc(C(=O)NC(C)c2ccc(F)c(F)c2)s1 (configuration not stated) | 2.7%
Cc1nc(-c2ccc(F)cc2)n(CC(=O)Nc2ccc(F)c(Cl)c2)c(=O)c1CCO | 16.5%
Cc1ccc2nc(-c3cccnc3)cc(C(=O)O)c2c1 | 0.0%
c1ccc(-c2c3c(nc4ccccc24)CCSC3)cc1 | 9.4%
Cc1ccc(NC(=O)c2oc3ccccc3c2C)cc1 | 25.1%
CCC(C)NC(=O)c1ccc(CNC(=O)C2CCCCC2)cc1 (configuration not stated) | -0.7%
S=C(NCc1ccccc1)NCc1ccc(Cl)cc1Cl | ?
CCOCC1(C)COc2ccc(C(=O)Nc3ccc(OC)nc3)cc2N1 (configuration not stated) | 23.5%[176 µM]
CCn1cc(CN2CCN(C(=O)c3cccs3)CC2)ccc1=O | 41.5%
Cc1ccc(C(CNC(=O)c2cc(=O)c3cc(Cl)c(C)cc3o2)N2CCCCC2)o1 (configuration not stated) | 17.2%
COC(=O)N1Cc2ccnnc2CC1c1ccccc1Br (configuration not stated) | -9.5%
CC(Sc1c(Cl)cccc1Cl)C(=O)c1ccc2c(c1)CCC2 (configuration not stated) | 29.6%
CC(C)OCCCNc1ncnc2c1CN(C1CCC1)C(=O)CN2C | 13.8%[176 µM]
CN(Cc1nc2ccccc2n1C(F)F)S(=O)(=O)c1ccccc1Br | ?
CN(C(=O)c1cc(=O)[nH]c2ccccc12)C1CCCC1 | 45.8%[activator]
CC(C)(C)c1ccc2cc(C(=O)NC3CC3)[nH]c2c1 | -0.6%
Cc1ccc(-c2cc(C(=O)N3CCN(C(=O)C4CC4)CC3)c3ccccc3n2)o1 | 22.4µM*
CSc1cccc(NC(=O)Cc2cccs2)c1 | ?
CN(C(=O)COc1ccc2c(=O)c(Oc3ccccc3)coc2c1)c1ccccc1 | ?
COc1ccc(OC)c(CNCc2c(C(=O)O)c(C)n(Cc3c(C)cc(C)cc3C)c2C)c1 | ?
Cc1nccn1CCNC(=O)CCC[C@@H]1[C@H]2CCCN3CCC[C@@H](CN1C(=O)c1cccnc1)[C@@H]23 | 70.0%[activator]
COc1ccc(-c2nc(SC(C)C(=O)NC(=O)NC3CCCCC3)n[nH]2)cc1 (configuration not stated) | 6.4%
CNC(=O)C1CCN(Cc2cccc(C(F)(F)F)c2)CC1 | 50.2%[activator]
COc1ccc2c(c1)CC/C2=N\OC(=O)c1cc(SC)ccc1Cl | -20.0%
Cc1ccc(-c2cn3c(n2)CO[C@@H](CNC(=O)C2CCCC2)C3)cc1 | 5.6%[176 µM]
Cc1c(C(=O)NC(C)c2ccc(F)c(F)c2)[nH]c2c1C(=O)CC(C)(C)C2 (configuration not stated) | ?
CC(C)Cc1ccc(S(=O)(=O)N2CCCC(Cn3cnc4cccnc43)C2)cc1 (configuration not stated) | 47.9%[activator]
CCNC(=S)N/N=C1\CC2CC=CC12 (configuration not stated) | 11.1%
COc1cccc(CNC(=O)CN2C(=O)NC3(CCC(C(C)(C)C)CC3)C2=O)c1 (configuration not stated) | ?
CC1(C)CC(=O)c2cc(C#N)c(SCc3ccc(Cl)cc3)nc2C1 | ?
CCC(C)(C)C(=O)NC1CCN(C(=O)N2CC3CC(C2)[C@H]2CCCC(=O)N2C3)CC1 (some centres not stated) | 57.1%[activator]
Additional compounds.
SMILES | 12-LOX inh
O=c1[nH]c(N2CCOCC2)nc2c1CCN(Cc1cccnc1)CC2 | 33.5%[activator]
Cc1ccccc1C(=O)N1CC2(Cc3ccccc3N([S+](C)(=O)[O-])C2)C1 | 44.7µM*
CCCn1nc(C(=O)NCc2ccc(OC)cc2)c2ccccc2c1=O | -23.1%
COc1ccc(-c2cn(C)c(=O)n3cc(CN4CCNC(=O)C4)nc23)cc1 | 11.1%[176 µM]
C[S+](=O)([O-])N1Cc2ccccc2CC2(CCCCN2Cc2ccccc2)C1 (configuration not stated) | 10.4%[6.33 µM]
O=C1CCN(C(=O)C2CCN(C(=O)CN3CCCC3=O)CC2)CCCCCCN1 | 18.3%
O=C(Nc1ccc(F)c(F)c1)c1cc(S(=O)(=O)C2CCS(=O)(=O)C2)ccc1F (configuration not stated) | ?
CCCOc1nccnc1NC1CCN(C(=O)NCc2ccco2)CC1 | 49.5%[activator]
CCCN(Cc1ccccc1)C(=O)COc1ccc2ccc(=O)oc2c1 | 1.3%
O=C(N/N=C/c1ccc(Cl)s1)c1ccc2ccccc2c1 | ?

Source: PubChem
